Screening data: PubChem BioAssay, National Center for Advancing Translational Sciences (NCATS)
Giardia FBPA inh = blocks Giardia fructose-bisphosphate aldolase activity. A8B2U2. purified Giardia FBPA. Potency, µM (series often up to 59.6 µM), without a hit: top-dose activity, negative = inhibition, most hits filed as inhibitors. 290,000 compounds, 0.71% hits. AID 2451; also: potency is read from the fitted curve at half-maximal effect; % is scaled to controls: 0 for no effect and ±100 for the full control effect; nearly all actives have a fitted effect of over 55% in size
Target sequence (A8B2U2 whole entry, looked up): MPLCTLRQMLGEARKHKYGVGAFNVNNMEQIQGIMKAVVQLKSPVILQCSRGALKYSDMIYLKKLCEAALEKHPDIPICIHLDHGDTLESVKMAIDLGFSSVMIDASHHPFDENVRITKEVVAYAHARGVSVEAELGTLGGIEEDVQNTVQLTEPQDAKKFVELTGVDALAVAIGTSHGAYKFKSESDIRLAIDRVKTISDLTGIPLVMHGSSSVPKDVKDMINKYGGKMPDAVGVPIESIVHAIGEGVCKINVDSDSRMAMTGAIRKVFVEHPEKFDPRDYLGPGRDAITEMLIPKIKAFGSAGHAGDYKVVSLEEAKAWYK
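40 nM FBPA preincubated 10 min at RT with compound (up to 57.5 uM final), then substrate plus GAPDH/TPI/NAD/arsenate coupling and diaphorase/resazurin added. Fluorescence read after 20 min at RT, 525/598 nm.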
Shiga toxin inh = blocks Shiga toxin action in Vero cells; Vero cells, Shiga toxin protein synthesis inhibition reporter; inhibition, % at 38.7 µM; 290,000 compounds, 9.2% hits; AID 2315; in the data active = inhibition mostly above about 28%, no sharp cut-off; inactive = mostly below about 43%; also: 0% is about no effect
Sm TGR block = inhibitors of Schistosoma mansoni thioredoxin glutathione reductase; 360,000 compounds, 3% hits; purified TGR, DTNB reduction, TNB absorbance 405 nm; Potency, µM (highest dose often 114 µM), inactives show at the highest dose activity change, negative = inhibition, usual class: inhibitors; AID 485364; also: potency is read from the fitted curve at half-maximal effect; % is scaled to controls: 0 for no effect and ±100 for the full control effect; nearly all actives have a fitted effect of over 60% in size
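First, TGR (20 nM dispensed) and NADPH were mixed with compound. Second, a 15 min room-temperature incubation followed. Third, further NADPH and then DTNB were added to start the reaction. Finally, TNB absorbance was monitored kinetically.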
Pf growth 96h = P. falciparum growth inhibition at 96 hours | Potency, µM (series often up to 28.7 µM), for the others: at the highest dose activity change, negative = inhibition, most hits filed as inhibitors | AID 504834 | 320,000 compounds, 6.9% hits | P. falciparum luciferase reporter growth, 96 h; also: potency is read from the fitted curve at half-maximal effect; % is scaled to controls: 0 for no effect and ±100 for the full control effect
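Delayed-death screen, second-generation endpoint: infected erythrocytes, 2% hematocrit, 0.05% parasitemia final; 96 hours at 37 C, 5% CO2; luciferase detection reagent; luminescence decrease equals reduced growth.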
CHX counter = counter-screen for Shiga toxin inhibitors: cycloheximide protein synthesis inhibition; max response, %; cell reporter, cycloheximide protein synthesis inhibition counterscreen; 300,000 compounds, 12% hits; in the data active = max response mostly above about 13%, no sharp cut-off; inactive = mostly below about 14%; also: read at 38.3 µM for the half of the compounds with a filed dose; 0% is about no effect
Pf growth 48h = inhibits P. falciparum growth in the first generation, 48 h | P. falciparum luciferase growth in erythrocytes, 48 h | Potency, µM (top dose mostly 28.7 µM), without a hit: at the highest dose activity change, negative = inhibition, most hits filed as inhibitors | 310,000 compounds, 5.9% hits; also: potency is read from the fitted curve at half-maximal effect; % is scaled to controls: 0 for no effect and ±100 for the full control effect
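In quantitative HTS format, infected erythrocytes bearing luciferase-reporter parasites were treated for a single generation at 37 C. Luminescence after adding detection reagent served as the growth measure.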
An asterisk follows results filed as active; ? = inconclusive; / = not tested or not shown; [ ] = dose if it differs, or a comment. Unless noted, calls follow the shape of the dose curve; as a rule, active = well fitted curve in the direction sought with a large enough effect; inconclusive = small, poorly fitted or top-dose-only effect, or another doubt; inactive = no such curve, though single readings can be large; an effect the other way counts as inactive or inconclusive.

SMILES	Giardia FBPA inh	Shiga toxin inh	Sm TGR block	Pf growth 96h	CHX counter	Pf growth 48h
CC(=O)c1ccc(NC(=O)C2CCCN(S(=O)(=O)c3c(C)[nH]c(=O)[nH]c3=O)C2)cc1 (stereo not drawn)	4.3%	1.1	?	4.15µM*	19.1	157.2%[activator]
Cc1ccc(C)c(NC(=O)CN2C(=O)CC(C)S(=O)(=O)c3ccccc32)c1 (stereo not drawn)	-9.7%	-3.3	-18.8%	-16.3%	-2.4	17.0%
O=C(COC(=O)c1cncc(Br)c1)Nc1ccc(N2CCCCC2)cc1	/	/	5.9%	77.9%[activator]	/	79.9%[activator]
COc1ccccc1NC(=O)C(=O)N1CCCC1	-0.7%	60.4*	-1.6%	?	18.8*	72.3%[activator]
Cc1cc(F)c(F)c(C(=O)N2C(C)CCCC2C)c1Cl (stereo not drawn)	1.4%	1.1	/	93.9%[activator]	-4.6	-6.3%
Nn1c(SCC(=O)NC(=O)Nc2ccc3c(c2)OCCO3)nnc1C1CC1	2.1%	43.2	-7.5%	104.8%	20.1	79.8%[activator]
Cc1cc(OCCCN2CCN(Cc3ccccc3)CC2)ccc1[N+](=O)[O-]	?	-13.9	/	?	2.1	7.8%
O=C(c1cccc(Cl)c1)N1CCCC(c2ccc(Cl)cc2)=N1	7.9%	-1.4	0.1%	3.7µM*	10.4	?
CC(=O)OCC(=O)NCC(=O)c1c[nH]c2ccccc12	0.6%	-14.7	0.6%	-28.1%	-1.1	19.9%
O=C(CCCc1ccccc1)N1CCN(c2ccc([N+](=O)[O-])cc2)CC1	0.7%	27.4	2.6%	0.0%	-1.2	12.1%
CCOc1cc(N2CCOCC2)c(OCC)cc1NC(=O)COC(=O)c1ccccc1C	-1.5%	-9.2	-2.7%	?	-4.1	?
CCOC(=O)C1CCCN(CCC(=O)Nc2cccc(F)c2)C1 (stereo not drawn)	-7.4%	-5.7	-5.6%	28.0%	-4.3	4.4%
O=C(c1ccc2c(=O)n3c(nc2c1)CCCCC3)N1CCN(c2ccccc2F)CC1	9.0%	-3.1	-1.1%	?	1.1	6.9%
COc1ccc(C(=O)c2c[nH]cc2-c2ccccc2)cc1	-0.6%	11.5	1.6%	18.9%	0.4	-6.9%
Cn1cnc(S(=O)(=O)NCc2ccccc2)c1	0.8%	-13.1	-0.7%	-21.3%	-5.9	4.7%

Single values from the list:
O=C(CCCc1ccccc1)N1CCN(c2ccc([N+](=O)[O-])cc2)CC1 | Pf growth 48h: 12.1%
CC(=O)c1ccc(NC(=O)C2CCCN(S(=O)(=O)c3c(C)[nH]c(=O)[nH]c3=O)C2)cc1 (stereo not drawn) | Giardia FBPA inh: 4.3%
O=C(c1ccc2c(=O)n3c(nc2c1)CCCCC3)N1CCN(c2ccccc2F)CC1 | Giardia FBPA inh: 9.0%
Cn1cnc(S(=O)(=O)NCc2ccccc2)c1 | Pf growth 96h: -21.3%

Later entries:
SMILES	Giardia FBPA inh	Shiga toxin inh	Sm TGR block	Pf growth 96h	CHX counter	Pf growth 48h
Cc1ccc(NN2C(=O)C=C(c3ccc(Cl)cc3)C2=O)cc1	-1.9%	-5.9	-13.9%	?	-2.7	/
CC(C)C(c1nnnn1C1CCCCC1)N1CCCc2ccccc21 (stereo not drawn)	-2.0%	-1.6	-14.0%	-28.7%	-4.3	9.28µM*
COc1ccccc1C(=O)COC(=O)CNS(=O)(=O)c1ccc(C)c(C)c1	/	/	-3.7%	19.1%	/	10.9%
CCOc1ccccc1OCCCCOc1ccccc1F	-1.1%	-9.6	-12.2%	-4.8%	-1.5	-6.4%
CCOc1ccccc1NC(=O)CN(C)S(=O)(=O)c1ccc2[nH]c(=O)oc2c1	/	0.2	13.6%	-12.9%	9.1	8.1%
O=C(CN1CCN(S(=O)(=O)c2ccc(F)cc2)CC1)Nc1ccc(Cl)cn1	16.5%	-21.1	0.0%	?	0.2	0.3%
COc1ccc(S(=O)(=O)N2CCN(C(=O)c3cc(C)oc3C)CC2)cc1	9.4%	-6.6	-22.2%	?	-4.0	?
Cc1ccc(N(C(C)C(=O)Nc2ccccc2C(=O)N2CCOCC2)S(C)(=O)=O)cc1C (stereo not drawn)	1.5%	-18.0	0.3%	/	-4.7	-12.9%
CCOC(=O)c1cc(OC(=O)c2cccc([N+](=O)[O-])c2)n(-c2ccccc2)n1	4.1%	-1.1	-22.8%	?	-8.1	/
Cc1ccccc1NC(=S)N(CCc1c(C)[nH]c2ccc(F)cc12)Cc1ccncc1	0.7%	-20.7	1.7%	?	4.4	?
Cc1ccc(-n2c(SCC(=O)c3c(N)n(C4CC4)c(=O)[nH]c3=O)nnc2N2CCOCC2)cc1	/	/	1.7%	?	/	10.4µM*
CC1CCCC(C)N1S(=O)(=O)c1ccc(S(=O)(=O)NCCc2ccncc2)cc1 (stereo not drawn)	1.0%	27.9	-0.5%	?	-1.4	?
Cc1nc(SCC(=O)c2cc3ccccc3oc2=O)c(C#N)c(C)c1C(=O)Nc1ccccc1	-11.1%	15.1	0.1%	?	8.4	?
COc1ccc(C(=O)NCC(c2ccc3c(c2)OCO3)N2CCN(c3ccc(OC)cc3)CC2)cc1 (stereo not drawn)	/	/	-7.8%	2.62µM*	/	?
Cc1ccc(O)c(-c2cc3ccccc3[nH]2)c1	?	33.3*	4.6%	64.4%[activator]	28.0*	?
COC(=O)c1ccc(N2NC(=O)/C(=C/c3ccc(-c4ccc(Cl)c(C(=O)O)c4)o3)C2=O)cc1	23.4%	-1.7	/	13.1%	-1.8	3.2%
Cc1cccc(S(=O)(=O)Nc2ccc(-c3nc4ccc(C)cc4s3)cc2)c1	1.9%	73.7*	1.3%	/	82.5*	284.5%[activator]
CCCCC[n+]1ccn(C2=C([O-])c3ccccc3C(=O)/C2=N\S(=O)(=O)c2ccc(Br)cc2)c1	?	-6.0	6.7%	?	-1.1	1.85µM*
COc1ccc(C=O)cc1CN1CCCN(Cc2ccc(Cl)cc2)S1(=O)=O	-7.0%	-6.2	-2.9%	45.7%[activator]	-1.5	9.1%
COc1ccc(/C=N/N2CCOCC2)cc1COc1ccc(F)cc1	-10.3%	25.4	6.7%	20.2%	35.0*	?
CC1CCN(c2ccc3nnc(CCC(=O)NCc4ccco4)n3n2)CC1	4.6%	6.2	-2.7%	?	12.0	-19.7%
COc1ccc(/C=C/C(=O)OCC(=O)NC2CCCCC2C)c(OC)c1 (stereo not drawn)	/	/	0.1%	-23.1%	/	-20.6%
Nc1nc(Sc2ccc(C(F)(F)F)cc2[N+](=O)[O-])n[nH]1	4.0%	17.7	0.8%	?	-1.4	/
Cc1ccc(C)c(NC(=O)CN(C)C(=O)c2cccc(S(=O)(=O)N3CCN(Cc4ccccc4)CC3)c2)c1	/	-8.0	-3.0%	?	12.1	?
CC[C@H](C)[C@H](NC(N)=O)C(=O)NCCc1ccc(Cl)cc1	0.3%	-11.7	11.2%	11.6%	8.8	?
COCC(C)NCc1cccc(C)c1 (stereo not drawn)	/	-16.1	-23.5%	47.2%[activator]	-2.5	9.3%
N#Cc1cccc(CSc2nnc(CCCO)n2-c2ccccc2)c1	-4.9%	-10.0	-18.1%	?	-3.2	6.9%
O=C(NC(Cc1ccc(O)cc1)C(=O)O)c1ccc2c(c1)OCO2 (stereo not drawn)	/	/	-17.4%	5.8%	/	7.1%
O=C(CN1CCCCC1)Nc1nc(-c2ccccc2)cs1	3.2%	35.0*	18.0%	33.3%[activator]	34.6*	/
CC(C)Oc1cccc(C(=O)NC(=S)Nc2ccc(N3CCN(C)CC3)cc2)c1	-12.2%	40.0	44.7µM*	11.7µM*	26.1*	13.1µM*

Filtered by structure: those above containing a furan ring, fused or not (three)
SMILES	Giardia FBPA inh	Shiga toxin inh	Sm TGR block	Pf growth 96h	CHX counter	Pf growth 48h
COc1ccc(S(=O)(=O)N2CCN(C(=O)c3cc(C)oc3C)CC2)cc1	9.4%	-6.6	-22.2%	?	-4.0	?
COC(=O)c1ccc(N2NC(=O)/C(=C/c3ccc(-c4ccc(Cl)c(C(=O)O)c4)o3)C2=O)cc1	23.4%	-1.7	/	13.1%	-1.8	3.2%
CC1CCN(c2ccc3nnc(CCC(=O)NCc4ccco4)n3n2)CC1	4.6%	6.2	-2.7%	?	12.0	-19.7%

(next part)
SMILES	Giardia FBPA inh	Shiga toxin inh	Sm TGR block	Pf growth 96h	CHX counter	Pf growth 48h
Cc1cccc(C)c1NC(=O)CNC(=O)Cc1ccccc1[N+](=O)[O-]	4.0%	-9.5	-6.5%	-4.7%	-1.6	16.8%
CC(C)(C)n1nnnc1C(c1cc2cc3c(cc2[nH]c1=O)OCCO3)N1CCSCC1 (stereo not drawn)	1.8%	-2.9	0.0%	?	-5.3	0.0%
Cc1ccccc1-c1nc(CN2CCCC2c2ccc(F)cc2)c(C)o1 (stereo not drawn)	0.7%	-10.1	?	16.6%	0.7	10.4µM*
NC(=O)c1ccccc1NC(=S)NC(=O)CCc1ccccc1	4.0%	17.1	3.0%	46.1%[activator]	-2.1	5.1%
COC(=O)CCCC1=CC2=C(c3ccccc3)C(=O)C(C)(OC(=O)C3CCCC3)C(=O)C2=CN1CCc1ccccn1 (stereo not drawn)	?	-7.7	28.2µM*	?	-2.2	?
CCOC(=O)c1ccccc1NC(=O)COC(=O)C1CC(=O)N(CCc2ccccc2)C1 (stereo not drawn)	/	/	-8.1%	10.9%	/	39.5%[activator]
Cn1c(N)c(C(=O)COC(=O)c2nc(Cl)ccc2Cl)c(=O)n(C)c1=O	-10.5%	-24.7	4.9%	5.9%	7.7	13.0%
CC(=O)c1ccc(N2CCN(S(=O)(=O)c3c(C(=O)N4CCCCC4)c(C)n(C)c3C)CC2)cc1	/	21.7	-14.6%	?	16.0	?
C[C@@H](Nc1nc(-c2ccccc2)nc2c1oc1ccccc12)C(=O)O	13.6%	-9.5	3.7%	-16.2%	-3.8	-13.5%
O=C(Nc1cc(C(F)(F)F)ccc1N1CCCC1)c1ccc2c(c1)OCO2	2.3%	-5.8	5.0%	-3.4%	0.4	?
CCOC(=O)c1cc(C)n(Cc2ccccc2)c1C	0.4%	36.6	-9.9%	6.57µM*	24.7	3.29µM*
CCCN1/C(=C(/C#N)C2=NS(=O)(=O)c3ccccc32)N(C)c2ccccc21	-1.0%	20.8	-29.4%	0.7%	-3.5	?
C=CCn1c(SCC(=O)Nc2ccc3c(c2)OCO3)nnc1-c1ccccc1	-11.2%	0.9	-2.3%	25.5%	-3.5	-4.0%
FC(F)(F)c1nnc2sc(-c3ccco3)nn12	-0.5%	7.1	-7.0%	?	-1.2	9.3%
O=C(CC1CCOCC1)Nc1ccc(Cl)c(Cl)c1	-4.2%	47.6	/	33.8%[activator]	9.7	19.2%
Cc1ccc(NC(=O)c2cc(-c3ccccc3)nn2-c2ccccc2)cc1	-8.6%	-14.7	4.9%	10.4µM*	-1.8	-12.7%
CC(C)OC1CCCC(O)C1CC(=O)O (stereo not drawn)	5.1%	-12.1	-3.4%	75.9%[activator]	1.0	60.5%[activator]
O=C(CCCN1C(=O)CCC1=O)Nc1ccc(Cl)c(C(F)(F)F)c1	0.9%	9.6	-26.7%	2.08µM*	1.2	10.2%
COc1ccc(NC(=O)CSc2ccc3nnc(CCNC(=O)c4ccccc4)n3n2)cc1OC	/	-16.5	0.0%	-11.3%	9.1	6.2%
Cc1nc(NC(=S)NC(=O)c2cccs2)sc1C(=O)N(C)C	?	23.4	-25.7%	50.4%[activator]	9.5	/
O=C(Nc1nccs1)C1CC=CCC1 (stereo not drawn)	-10.8%	27.2	-15.3%	2.9%	-6.1	17.9%
O=c1cc(-c2ccc(O)c(O)c2)oc2ccc3ccccc3c12	/	/	-0.9%	-27.7%	/	?
COc1cc(OC2CCN(C(C)=O)CC2)ccc1C(=O)N1CCC(N2C(=O)OCc3ccccc32)CC1	9.5%	-12.5	/	/	9.4	/
